HSF-1 act = increases HSF-1 driven luciferase reporter signal; NIH3T3-HGL HSF-1 luciferase reporter, MG132, 8 h; 100% = twice DMSO control signal; activation, % at 9 µM; 300,000 tested, 1.7% active; AID 504408;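 active = mean replicate activation of at least 50% with a set share of replicates each reaching 50%; inconclusive = only one of those two conditions met; inactive = mean below 50% and too few replicates reaching it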;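 also: 0% = median of the neutral control wells and 100% = twice that signal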
HSF1 inh = HSF1 inhibition. NIH3T3-HGL HSE-luciferase, MG132-induced, luminescence 8 h; stronger effect = lower value. activity change, negative = inhibition, % at 7.5 µM (by protocol). 300,000 tested, 0.77% active. AID 2098;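 active = more than half of replicate wells show activity change below -50%, luminescence cut by over half; inconclusive = some wells, but at most half, below -50%; inactive = no replicate well below -50%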;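 also: luciferase reports HSF-1 transcriptional activity via heat shock element; 0% = median of DMSO wells and -100% = zero luminescence signal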
HSP90 inh = inhibitors of HSP90 luciferase refolding in rabbit reticulocyte lysate; luciferase refolding luminescence, 3 h; inhibition, % at 5.6 µM; 290,000 tested, 0.91% active; AID 1789;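 active = inhibition above the screen-wide mean plus 3 SD, computed separately per campaign, cut at about 16% in these data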;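 also: 0% = DMSO wells and 100% = 60 µM geldanamycin wells; inhibitors lower the luminescence because luciferase stays unfolded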
aSyn 5UTR inh = 5' untranslated region of α-synuclein, MLPCN primary screen. alpha-synuclein 5'UTR reporter, inhibitor activity. inhibition, % (tested at 7.5 µM). AID 1813. 300,000 tested, 0.82% active; in the data active = inhibition above about 60%; inconclusive = no clear call, values can overlap the other calls;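 also: H4 neuroglioblastoma cells stably carrying SNCA 5'UTR luciferase fusion; 0% = DMSO wells and 100% = positive control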
IEC-6 tox = IEC-6 cytotoxicity, counter-screen for KLF5 inhibitors | luminescence viability | inhibition, % at 5 µM | 290,000 tested, 0.78% active | AID 1825; in the data active = inhibition above about 22%;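 also: 0% = plate median of test compound wells and 100% = cytotoxic reference compound wells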
Platelet DG rel = platelet dense granule release activity | human platelet-rich plasma, SFLLRN dense granule ATP release, luminescence | inhibition, %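 (compounds screened at 7.5 µM in platelet-rich plasma)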 | 300,000 tested, 0.22% active | AID 1663;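 active = mean replicate score, as percent of positive control, at or above 50; inconclusive = mean below 50 but at least one replicate at or above 50; inactive = mean and every replicate below 50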
Dyrk1A ADPGlo = inhibitors of rat Dyrk1A kinase. inhibition, % at 12.5 µM. 310,000 tested, 0.43% active. Q63470. ADP-Glo luminescence, NFATc1 peptide; in the data active = inhibition above about 50%;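 also: plate controls were vehicle with enzyme for no effect and no enzyme for full effect; many of its hits are not listed in these tables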
GSK3beta inhib = human GSK3beta kinase inhibition | GST-GSK3beta kinase, ADP-Glo luminescence, 60 min; stronger effect = lower value | activity score (negative = inhibition), % at 10 µM | 300,000 tested, 0.038% active;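 active = more than half of replicate wells score below -50%, meaning over 50% inhibition versus plate controls; inconclusive = some replicates but at most half score below -50%; inactive = no replicate scores below -50%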;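 also: 0% = median DMSO wells and -100% = median GW8510 positive control wells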
Target sequence (P49841 whole entry, looked up): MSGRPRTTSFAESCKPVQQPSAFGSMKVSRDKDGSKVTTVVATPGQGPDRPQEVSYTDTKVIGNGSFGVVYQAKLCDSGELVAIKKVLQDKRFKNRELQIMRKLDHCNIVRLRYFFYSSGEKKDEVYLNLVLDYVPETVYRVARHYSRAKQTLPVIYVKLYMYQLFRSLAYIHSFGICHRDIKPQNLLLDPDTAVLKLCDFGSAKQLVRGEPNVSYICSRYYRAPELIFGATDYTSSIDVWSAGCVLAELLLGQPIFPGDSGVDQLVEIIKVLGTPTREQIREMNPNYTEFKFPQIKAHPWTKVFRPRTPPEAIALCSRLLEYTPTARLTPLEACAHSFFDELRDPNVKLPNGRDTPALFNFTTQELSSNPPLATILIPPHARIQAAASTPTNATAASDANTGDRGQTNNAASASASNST
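Assay system: GST-tagged human GSK3beta kinase, cell-free; Input: 1.6 ng GSK3beta; Medium: Tris/MgCl2 kinase buffer; Timing: 60 min enzyme reaction, room temperature; Signal: ADP-Glo luminescence quantifying ADP generated by kinase; Evaluation: score relative to plate controls; Benchmarks: DMSO neutral wells and GW8510 at 20 µM as positive.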
GSK3A inh = blocks human GSK-3 alpha kinase | 320,000 tested, 0.1% active | ADP-Glo luminescence, 60 min | inhibition, % at 10 µM;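 in the data active = inhibition above about 50%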;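 also: GST-tagged GSK-3 alpha with peptide substrate and 25 µM ATP; 0% = DMSO neutral wells and 100% = GW8510 positive control wells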
Target sequence (P49840 whole entry, looked up): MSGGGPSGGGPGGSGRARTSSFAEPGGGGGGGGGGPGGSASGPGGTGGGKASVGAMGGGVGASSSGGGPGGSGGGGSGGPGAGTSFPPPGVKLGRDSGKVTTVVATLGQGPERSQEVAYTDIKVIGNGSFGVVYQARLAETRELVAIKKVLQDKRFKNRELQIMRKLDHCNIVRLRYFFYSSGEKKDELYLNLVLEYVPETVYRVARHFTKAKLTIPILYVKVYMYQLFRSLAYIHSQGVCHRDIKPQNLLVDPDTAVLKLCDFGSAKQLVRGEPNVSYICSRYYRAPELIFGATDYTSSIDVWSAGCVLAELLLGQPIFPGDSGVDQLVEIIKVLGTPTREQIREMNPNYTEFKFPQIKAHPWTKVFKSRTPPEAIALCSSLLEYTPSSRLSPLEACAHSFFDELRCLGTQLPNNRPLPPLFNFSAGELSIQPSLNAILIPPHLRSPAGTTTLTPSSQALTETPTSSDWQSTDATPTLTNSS
KLF5 inhibitor = suppresses KLF5 promoter-driven expression; DLD-1 KLF5 promoter-luciferase reporter, luminescence; 290,000 tested, 0.23% active; inhibition, % at 5 µM;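 active = inhibition above a per-plate limit of that plate's mean compound inhibition plus 3 SD, cut at about 60% in these data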;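 also: 0% = DMSO wells and 100% = LY294002 at 200 µM; higher means less KLF5 promoter-driven luciferase light; inactives centre near -14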
Starred values were filed as active, the others as inactive; ? = inconclusive; nt = no result given; & = joins results of further samples.

SMILES	HSF-1 act	HSF1 inh	HSP90 inh	aSyn 5UTR inh	IEC-6 tox	Platelet DG rel	Dyrk1A ADPGlo	GSK3beta inhib	GSK3A inh	KLF5 inhibitor
CCOC(=O)C1(Cc2ccccc2C(F)(F)F)CCN(Cc2ccon2)CC1	2.4	-4.6	3.1	30.6	3.8	1.4	-4.1	1.5	0.3	-7.3
CSc1ccccc1NC(=O)Cn1ccsc1=N	9.2	9.1	-4.0	9.0	-1.7	-8.3	-5.5	-11.5	-3.0	-4.0
Cc1ccc(NC2=CC(=O)CC(C)(C)C2)cc1F	-19.5	-1.1	1.4	1.8	7.3	-0.3	-1.8	-0.6	-3.1	-10.4
CCOc1ccc(-c2[nH]ncc2Oc2cccc(OC)c2)c(O)c1	21.0	8.7	5.3	30.1	-1.5	4.6	4.7	1.4	-3.4	-31.8
O=C(Nc1cc(Cl)ccc1O)C1CCCO1 (stereo not drawn)	-11.1	4.2	3.1	9.0	9.4	-10.0	8.2	-3.8	-1.5	16.6
COC(=O)c1cc(-c2ccc3c(c2)OCO3)nc2ccccc12	10.8	3.2	0.5	18.2	3.8	-1.2	9.4	1.1	-1.9	-0.5
Cc1ccnc(NS(=O)(=O)c2ccc(NC(=O)C3CCCCC3)cc2)n1	-10.0	-0.2	-2.8	13.0	1.8	-1.3	1.5	-0.1	-1.1	-12.9
Cc1c(Cc2ccccc2)c(=O)oc2cc(OCC(=O)N3CCC(C(=O)O)CC3)ccc12	-10.3	-6.9	1.9	1.0	-4.2	-2.3	0.5	2.2	-2.0	-5.7
O=C(NC1CC1)c1sc2cc(Cl)ccc2c1Cl	42.5	18.7	nt	-96.6	nt	15.1	3.1	3.9	-2.3	nt
Cc1ccc(C(C)C)c(OCCNCc2ccccc2)c1	-6.5	3.2	4.8	-0.3	3.4	10.0	nt	nt	-0.3	-11.1
COCc1cc(C)nc(SCC(=O)Oc2ccccc2)c1C#N	1.9	-0.3	4.7	-15.4	1.1	-0.4	-4.4	-1.6	2.4	9.2
CCC(Sc1nc2sc(C(=O)OC)c(C)c2c(=O)n1N)C(=O)NCC1CCCO1 (stereo not drawn)	-3.0	-1.2	0.2	8.9	1.8	-1.4	3.1	-1.0	-0.4	2.4
Nc1ccc2c(c1)CC(=O)c1ccccc1S2	18.9	0.3	-6.5	13.6	-10.3	3.0	5.8	-2.4	nt	-13.8
COc1ccc(COC(=O)N/N=C(\C)CC(=O)Nc2ccc(Cl)cn2)cc1	22.7	2.7	-4.4	-0.3	-3.4	10.7	9.1	-2.0	0.7	-24.1
COc1ccc(-n2c(SCC(=O)NCC3CCCO3)nc3n[nH]c(C)c3c2=N)cc1 (stereo not drawn)	nt	nt	4.5	nt	3.4	nt	11.3	1.4	4.3	4.6
O=C(C1CCCO1)N1CCN(S(=O)(=O)c2ccc(F)cc2)CC1 (stereo not drawn)	24.5	5.0	nt	5.7	nt	-44.8	-1.4	0.7	0.3	nt
CN1c2ccccc2C(C)(C)C12CC(c1cccc(S(=O)(=O)N3CCCC3)c1)=NO2 (stereo not drawn)	-14.7	-2.0	-2.3	40.0	-2.1	-19.0	4.6	4.2	-1.2	-29.4
C[C@@H]1NC(=O)c2cc([N+](=O)[O-])cc(I)c2OCC[C@@H](C(=O)NC(CC(=O)O)C(N)=O)NC(=O)[C@H](CCC(=O)O)NC1=O (stereo partly drawn)	nt	nt	-2.6	nt	-4.6	nt	nt	nt	-4.4	-13.3
CN(C)c1nc(SCC#N)nc(N(C)C)n1	-1.0	-6.8	-2.1	15.5	0.7	0.6	2.3	2.0	nt	-15.8
Cn1ccnc1SCC(=O)c1cccc(Br)c1	26.5	10.2	3.1	-57.0	3.0	7.9	-7.1	3.5	-1.2	-13.7
CC(=O)OCC(=O)[C@@]1(O)CC[C@H]2[C@@H]3CCC4=CC(=O)C=C[C@]4(C)[C@@]3(Cl)[C@@H](Cl)C[C@@]21C	-44.3	-36.1	nt	-24.8	nt	0.4	8.4	7.1	-0.7	nt
O=C(NC1CCCC1)C(=O)N(Cc1cccnc1)C(C(=O)NCc1ccco1)c1ccccc1F (stereo not drawn)	2.2	0.0	-0.2	24.4	2.7	-0.2	-6.7	0.8	-2.8	-59.1
CC1(C)CC(=O)c2c(oc3ccc(NS(=O)(=O)c4cccc5cccnc45)cc23)C1	4.0	6.7	-0.8	12.9	-1.6	-4.5	1.3	-10.2	-1.5	-26.8
COCc1ccc(O)c2ncccc12	-15.8	-8.4	9.3	23.2	-0.1	3.8	2.4	6.7	-1.3	-1.2
O=c1[nH]c2ccccc2c2cn(-c3ccccc3)nc12	?	30.9	0.5	-49.4	8.5	23.5	26.1	1.3	5.0	-116.4
CSc1nc(C)cc(Oc2ccc(=O)n(C)n2)n1	32.3	-2.4	-4.5	14.4	-0.4	5.9	-0.3	1.6	0.7	22.6
Cc1nc2cc(NC(=O)Nc3nccs3)ccc2n1C	7.9	0.8	4.6	-99.3	-1.6	-4.4	6.9	-5.2	5.6	-47.5
CCc1ccc(N2CC(C(=O)Nc3nc4ccc(S(C)(=O)=O)cc4s3)CC2=O)cc1 (stereo not drawn)	-4.4	10.2	0.2	19.4	0.1	5.8	49.6	1.8	-1.6	-25.0
Cc1nc2sccn2c(=O)c1S(=O)(=O)Nc1cccc(Cl)c1C	-4.0	-1.4	1.4	5.6	7.2	12.7	1.8	-0.4	1.7	-14.5
CCOC(=O)c1ccc(NC(=O)CSc2nnc(NC(=O)c3ccc(S(=O)(=O)N4CCOCC4)cc3)s2)cc1	0.5	-5.2	0.8	17.5	-0.5	5.4	-4.1	-2.8	nt	-19.4

Complete entries as entered above. Order of values: HSF-1 act | HSF1 inh | HSP90 inh | aSyn 5UTR inh | IEC-6 tox | Platelet DG rel | Dyrk1A ADPGlo | GSK3beta inhib | GSK3A inh | KLF5 inhibitor
Profile of CC(=O)OCC(=O)[C@@]1(O)CC[C@H]2[C@@H]3CCC4=CC(=O)C=C[C@]4(C)[C@@]3(Cl)[C@@H](Cl)C[C@@]21C → -44.3 | -36.1 | nt | -24.8 | nt | 0.4 | 8.4 | 7.1 | -0.7 | nt
Profile of O=c1[nH]c2ccccc2c2cn(-c3ccccc3)nc12 → ? | 30.9 | 0.5 | -49.4 | 8.5 | 23.5 | 26.1 | 1.3 | 5.0 | -116.4
Profile of CCc1ccc(N2CC(C(=O)Nc3nc4ccc(S(C)(=O)=O)cc4s3)CC2=O)cc1 (stereo not drawn) → -4.4 | 10.2 | 0.2 | 19.4 | 0.1 | 5.8 | 49.6 | 1.8 | -1.6 | -25.0
Profile of Nc1ccc2c(c1)CC(=O)c1ccccc1S2 → 18.9 | 0.3 | -6.5 | 13.6 | -10.3 | 3.0 | 5.8 | -2.4 | nt | -13.8
Profile of CCOC(=O)c1ccc(NC(=O)CSc2nnc(NC(=O)c3ccc(S(=O)(=O)N4CCOCC4)cc3)s2)cc1 → 0.5 | -5.2 | 0.8 | 17.5 | -0.5 | 5.4 | -4.1 | -2.8 | nt | -19.4

Additional structures
SMILES	HSF-1 act	HSF1 inh	HSP90 inh	aSyn 5UTR inh	IEC-6 tox	Platelet DG rel	Dyrk1A ADPGlo	GSK3beta inhib	GSK3A inh	KLF5 inhibitor
O=C(NCc1cccs1)C1CCN(S(=O)(=O)c2ccc(Br)s2)CC1	8.7	-0.3	9.5	23.0	2.1	2.1	-0.7	3.7	-1.6	-13.0
O=C(OCc1ccccc1)Oc1cncc(C(=O)O)c1	-2.0	-4.3	-2.8	4.2	-4.5	4.3	7.6	4.7	-39.2	-42.8
CCN1C=CC(=C2C(=O)c3ccccc3C2=O)C=C1	-78.8	-75.7*	85.9*	96.1*	12.1	52.7*	57.5*	-4.9	2.6	86.9*
COc1ccc(-c2nc(N3CCCCCC3)sc2C(=O)c2ccccc2)cc1	3.3	-3.8	1.6	37.4	-1.6	-4.8	-4.3	4.3	3.9	-23.4
CCCCn1c(N)c(N(CC)C(=O)c2cc(C)cc(C)c2)c(=O)[nH]c1=O	-14.5	-5.2	-0.6	-19.0	1.2	-6.5	1.0	0.0	-3.0	-23.9
COc1cc(C(=O)OC(C)CN2CCOCC2)cc(OC)c1OC (stereo not drawn)	18.5&13.4	-1.0&-4.8	-1.9&-2.9	13.6&6.9	-7.5&-2.3	0.7&6.2	6.7&-4.2	3.4&0.1	-0.4&-2.2	-8.9&-37.4
Cn1cc(Cl)c(C(=O)N2CCN(c3ncccn3)CC2)n1	6.3	-8.7	-2.3	-9.2	-7.0	nt	-2.8	-1.5	-0.6	-11.7
CCOc1ccc(S(=O)(=O)N2CCC(c3ccccc3)CC2)cc1C(=O)O	19.1	-4.2	-1.3	6.1	-3.7	-12.6	2.3	2.7	-1.1	-38.4
O=C(NCCCN1CCOCC1)c1cccc(S(=O)(=O)Nc2cc(Cl)ccc2Cl)c1	14.5	-1.1	-3.2	-16.3	3.0	-0.4	5.7	1.9	-2.0	-5.2
CN(c1ccc(C(=O)Nc2ccc(S(=O)(=O)N3CCCC3)cc2)cc1)S(C)(=O)=O	12.8	-0.3	6.4	3.7	-1.3	-1.2	0.0	1.0	0.0	0.7
Cc1cc(C)n(-c2ccc(C(=O)OCc3nnc(-c4ccccc4)o3)cc2)n1	1.6	-0.9	-6.8	-15.2	1.8	0.2	-5.4	1.5	-2.6	5.6
COc1ccc(C(=O)CSc2nc(N)nc(SC)c2C#N)cc1	-8.2	-2.3	0.1	-40.9	-6.1	-6.0	-0.1	2.0	3.9	-3.2
O=c1c2ccccc2n(Cc2cccc(F)c2)c(=O)n1C1CCCC1	42.1	12.1	-0.9	18.7	-2.4	-15.8	-10.2	1.9	-0.9	-28.5
O=C(Nc1cccc2[nH]ncc12)NS(=O)(=O)c1ccccc1	-0.4	-13.3	-0.5	4.1	-0.2	5.3	0.2	0.4	2.4	-19.4
Cc1cc(NC(=O)c2c(Cl)c(C)nn2C)no1	0.2	-8.6	-1.9	-7.2	-4.2	-1.7	-7.8	3.8	1.8	-9.7
CC(CNC(=O)c1cc(COc2c(F)cccc2F)on1)c1ccccc1 (stereo not drawn)	-6.1	0.9	-3.3	4.2	-4.1	-4.5	-2.6	-1.3	-0.5	-6.1
COc1ccc(N2CCN(S(=O)(=O)CCNS(=O)(=O)c3ccccc3)CC2)cc1	34.7	13.4	nt	7.8	nt	6.0	4.7	0.8	-0.4	nt

Dyrk1A ADPGlo: what is marked active above.
| smiles | HSF-1 act | HSF1 inh | HSP90 inh | aSyn 5UTR inh | Platelet DG rel | Dyrk1A ADPGlo | GSK3beta inhib | GSK3A inh | KLF5 inhibitor |
| --- | --- | --- | --- | --- | --- | --- | --- | --- | --- |
| CCN1C=CC(=C2C(=O)c3ccccc3C2=O)C=C1 | -78.8 | -75.7* | 85.9* | 96.1* | 52.7* | 57.5* | -4.9 | 2.6 | 86.9* |

A portion of the library; rates above refer to the full screens.
